Assay outcomes (PubChem)
MEKK3 PB1 HTS: modulators of MEKK3-MEK5 PB1 binding, primary screen, biochemical, wildtype MEKK3, multiplex bead flow cytometry, Alexa488-MEK5; Mitogen-activated protein kinase kinase kinase 3 (Homo sapiens), Q99759; bead-based flow cytometry, Alexa488-MEK5 binding to MEKK3; actives lie on both sides; 0 = blocked by unlabeled MEK5, 100 = vehicle; binding response (% of control), % at 10 µM; hit rate 1.4% among 290,000; AID 1529, 2009;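 active means binding response more than 3 SD above or below the average of its plate-row segment, actives on both sides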;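 further: Alexa488 bead fluorescence after subtracting the streptavidin-only scavenger bead signal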
PfM18AAP inh: PfM18AAP inhibitors, malaria aminopeptidase, primary screen, biochemical, QFRET, recombinant enzyme. H-Glu-NHMec fluorogenic cleavage. inhibition, % at 7.35 µM. hit rate 1.2% among 290,000;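 active means inhibition above the campaign mean inhibition over all tested compounds plus 3 SD, cut at about 28% in these data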;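 further: 0% = plate median of test compound wells and 100% = 2 mM ZnCl2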
PHOSPHO1 block: PubChem AID 1565; recombinant PHOSPHO1, absorbance phosphatase assay; inhibition, % at 13.3 µM; hit rate 1.1% among 290,000; in the data active means inhibition above about 60%
Target sequence (Q8TCT1 whole entry, looked up): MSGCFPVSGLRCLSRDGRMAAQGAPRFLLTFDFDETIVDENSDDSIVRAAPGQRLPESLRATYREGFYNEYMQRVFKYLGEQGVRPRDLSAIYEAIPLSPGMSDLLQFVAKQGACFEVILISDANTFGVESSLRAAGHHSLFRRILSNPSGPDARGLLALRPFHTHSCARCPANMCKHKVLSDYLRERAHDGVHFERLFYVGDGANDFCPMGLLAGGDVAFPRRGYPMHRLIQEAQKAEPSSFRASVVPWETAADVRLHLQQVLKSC
MEKK2 mut-MEK5: MEK5 binding signal on mutant MEKK2 PB1, primary screen, biochemical, multiplex bead flow cytometry, Alexa488-MEK5. Alexa488-MEK5 binding to MEKK2 mutant. percent response, % at 10 µM. hit rate 0.35% among 290,000. AID 1530, 2009; in the data active means percent response above about 24%, passing the limit was not always enough; further: inactives centre near 1; some results filed as inactive read as strong as hits; reference of the scale not given here
GPR7 antag: GPR7 receptor antagonists, primary screen, cell-based, fluorescence, single concentration; GPR7-expressing cells, fluorescence antagonist assay; inhibition, % at 4.4 µM; hit rate 1.1% among 290,000; in the data active means inhibition above about 16%, passing the limit was not always enough;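 further: cells stimulated with the agonist NPW; 0% = agonist with vehicle and 100% = vehicle without agonist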
Target sequence (P48145 whole entry, looked up): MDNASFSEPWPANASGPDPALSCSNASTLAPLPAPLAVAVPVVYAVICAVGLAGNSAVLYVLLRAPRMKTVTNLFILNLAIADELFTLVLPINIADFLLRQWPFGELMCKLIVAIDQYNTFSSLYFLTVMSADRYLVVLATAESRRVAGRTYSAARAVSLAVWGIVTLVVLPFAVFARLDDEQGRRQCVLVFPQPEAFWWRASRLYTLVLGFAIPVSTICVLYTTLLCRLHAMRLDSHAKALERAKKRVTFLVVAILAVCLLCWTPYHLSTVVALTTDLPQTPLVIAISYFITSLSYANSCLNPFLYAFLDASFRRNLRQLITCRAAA
MEKK2wt PB1 HTS: modulators of MEK5 binding to wildtype MEKK2, primary screen, biochemical, multiplex bead flow cytometry, Alexa488-MEK5. Alexa488-MEK5 binding to MEKK2 WT; actives lie on both sides. binding response (% of control), % at 10 µM. hit rate 1.1% among 290,000. AID 1531, 2009; in the data active means binding response below about 67% or above about 130%
NALP1 inh: NALP1 inflammasome inhibitors in reconstituted yeast, colorimetric, S. cerevisiae, triplicate retest; hit rate 0.61% among 280,000; inhibition, % at 10 µM; AID 2071, 2009; S. cerevisiae NALP1/ASC/caspase-1 growth, X-gal OD620, 72 h; in the data active means inhibition mostly above about 24%, no sharp cut-off; inactive means mostly below about 32%; further: some compounds called inactive have numbers as strong as hits
OXTR agonist: human OXTR agonists, primary screen, fluorescence, CHO-OTR cells, Fluo-8 calcium; Fluo-8 calcium fluorescence; normalized: DMSO 0%, oxytocin 100%; activation, % at 3 µM; Oxytocin receptor (Homo sapiens), P30559; hit rate 0.32% among 320,000;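 active means activation above the mean of all tested compounds plus 3 SD, cutoff set per screening run, cut at about 20% in these data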;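 further: peak over basal fluorescence ratio from a 100 s FLIPR kinetic read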
Target sequence (P30559 whole entry, looked up): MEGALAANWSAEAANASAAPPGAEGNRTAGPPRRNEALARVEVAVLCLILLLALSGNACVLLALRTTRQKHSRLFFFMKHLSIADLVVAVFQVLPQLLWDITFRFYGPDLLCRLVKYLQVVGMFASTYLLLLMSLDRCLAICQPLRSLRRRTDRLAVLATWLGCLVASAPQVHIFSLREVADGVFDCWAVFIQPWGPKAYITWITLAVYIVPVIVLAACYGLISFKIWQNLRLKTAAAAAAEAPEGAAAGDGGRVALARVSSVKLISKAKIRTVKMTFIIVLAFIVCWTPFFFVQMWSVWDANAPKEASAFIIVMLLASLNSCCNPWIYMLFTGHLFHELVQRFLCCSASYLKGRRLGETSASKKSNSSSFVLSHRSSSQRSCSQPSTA
FID counter: compounds displacing fluorescent DNA intercalator, primary screen, artefact control for HCV NS3 helicase inhibitor project, biochemical, FID fluorescence | DNA fluorescent intercalator displacement | inhibition, % at 7.9 µM | hit rate 0.17% among 290,000; in the data active means inhibition above about 37%;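 further: 0% = vehicle and 100% = reference compound; higher means more ethidium bromide displaced from hairpin DNA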
Active calls of the source: *; / = not tested or not shown.

Fields: MEKK3 PB1 HTS	PfM18AAP inh	PHOSPHO1 block	MEKK2 mut-MEK5	GPR7 antag	MEKK2wt PB1 HTS	NALP1 inh	OXTR agonist	FID counter
OCCNC(=S)NC1CCCCC1
 : 102.0	0.8	-22.1	-1.0	-3.4	101.0	1.2	0.4	-2.1
CCn1c2ccccc2c2cc(NC(=S)N3CCOCC3)ccc21
 : 101.0	2.3	-11.4	1.0	-14.7	98.0	-5.2	3.5	-3.8
Cc1nnc(SCC(=O)Nc2cc(-c3cc(C)c(C)cc3C)nn2-c2ccccc2)s1
 : 95.0	1.9	-15.9	1.0	-11.5	99.0	32.6	-1.6	-30.1
c1ccc2c(c1)nc1n2CCN1
 : 100.0	-7.6	4.2	4.0	-19.3	108.0	6.4	0.2	-1.4
N/C(=N\c1nc2ccccc2o1)NC(=O)c1ccc([N+](=O)[O-])cc1
 : 103.0	-9.1	36.8	0.0	-8.6	94.0	/	0.9	-5.8
COc1ccc(CCNC(=O)C2CCN(S(=O)(=O)c3ccc(OC)cc3)CC2)cc1
 : 101.0	1.3	29.0	14.0	-8.5	104.0	5.1	1.3	-33.3
COc1ccc(C(CNC(=O)c2cc3ccccc3cc2OC)N2CCCC2)cc1 (configuration not stated)
 : /	-0.1	1.7	/	-5.2	/	12.8	-0.1	11.1
Cc1cc(C)n(Cc2ccc(F)cc2)c(=O)c1C#N
 : 107.0	2.8	9.9	6.0	-2.2	108.0	-4.2	11.9	-0.7
CCC(=O)Nc1c2c(nn1-c1ccccc1C)CSC2
 : 74.0	7.4	-38.4	-14.0	-3.5	81.0	-86.0	-0.3	-8.4
O=C(Nc1ccccc1)c1cc([N+](=O)[O-])ccc1NCc1cccnc1
 : 95.0	1.2	1.1	0.0	4.6	89.0	25.1	-1.2	-7.5
CCOc1ccc(C(F)(F)F)cc1NC(=O)COc1ccc(C(F)(F)F)cc1[N+](=O)[O-]
 : 102.0	0.9	-5.8	1.0	-7.1	102.0	/	0.6	2.2
O=C1CC(N2CCN(S(=O)(=O)c3ccc(Cl)cc3)CC2)C(=O)N1CCc1ccccc1 (configuration not stated)
 : 98.0	5.3	-1.1	1.0	-6.9	94.0	-63.0	2.9	-7.5
Cc1ccc(S(=O)(=O)N(Cc2cc3ccc(C)cc3[nH]c2=O)c2ccccc2)cc1
 : 108.0	-12.8	20.0	3.0	-9.1	101.0	2.0	-0.3	-0.2
CCOc1cccc2sc(=NC(=O)c3ccc(S(=O)(=O)N4CCOCC4)cc3)n(C)c12
 : 101.0	-9.9	23.4	2.0	2.5	103.0	36.5	0.1	-1.5
COc1ccc(Cl)cc1-c1nc(SCC(=O)NC(C)C)n[nH]1
 : 110.0	4.2	32.2	-1.0	-2.9	105.0	2.8	-1.6	-16.9
COc1ccccc1NC(=O)Nc1nc2ccc(S(N)(=O)=O)cc2s1
 : 98.0	-5.1	23.2	5.0	-1.4	101.0	15.3	0.7	4.1
O=C(NCCN1CCCCCC1)C1CCN(S(=O)(=O)N2CCOCC2)CC1
 : 107.0	0.7	5.7	39.0*	-6.3	131.0	22.9	1.7	9.3
CCc1nc(N)nc2c1C(=O)CC(C)(C)C2
 : 106.0	-12.2	-7.5	4.0	-0.4	107.0	9.2	0.4	2.5
Cc1nc(CS(=O)(=O)c2ccccc2)cc(N2CCOCC2)n1
 : 106.0	-5.0	18.3	10.0	-2.8	110.0	12.2	0.7	-1.7
CCc1ccc(-c2nc(CS(=O)CC(=O)NCc3ccc4c(c3)OCO4)c(C)o2)cc1 (configuration not stated)
 : 98.0	10.9	43.7	2.0	-10.0	95.0	-17.3	-0.7	-35.8

Gathered by group: the compounds so far containing an NH in an aromatic ring.
Fields: MEKK3 PB1 HTS	PfM18AAP inh	PHOSPHO1 block	MEKK2 mut-MEK5	GPR7 antag	MEKK2wt PB1 HTS	NALP1 inh	OXTR agonist	FID counter
Cc1ccc(S(=O)(=O)N(Cc2cc3ccc(C)cc3[nH]c2=O)c2ccccc2)cc1
 : 108.0	-12.8	20.0	3.0	-9.1	101.0	2.0	-0.3	-0.2
COc1ccc(Cl)cc1-c1nc(SCC(=O)NC(C)C)n[nH]1
 : 110.0	4.2	32.2	-1.0	-2.9	105.0	2.8	-1.6	-16.9

Additional entries follow:
Fields: MEKK3 PB1 HTS	PfM18AAP inh	PHOSPHO1 block	MEKK2 mut-MEK5	GPR7 antag	MEKK2wt PB1 HTS	NALP1 inh	OXTR agonist	FID counter
O=c1cc(C(F)(F)F)c2sc(N3CCCCC3)nc2[nH]1
 : 103.0	8.8	37.3	8.0	-11.7	102.0	18.8	0.4	2.3
CC(=O)c1sccc1NC(=O)CC(C)(C)CC(=O)O
 : 92.0	-1.1	32.2	-22.0	-6.5	94.0	/	0.1	-3.9
CCOC(=O)CN(C(=O)CSc1nnc(COc2ccc(OC)cc2)n1CC)c1ccccc1
 : 108.0	1.2	24.8	3.0	-5.2	107.0	/	-2.0	-49.1
CN(C)NC(=S)Nc1ccc(S(=O)(=O)N2CCCCC2)cc1
 : 94.0	2.4	33.4	5.0	-12.1	101.0	12.8	-0.7	-8.2
N#CCCN(C(=O)COC(=O)c1cccc(S(=O)(=O)Nc2ccc([N+](=O)[O-])cc2)c1)c1ccccc1
 : 103.0	-1.7	7.1	1.0	-4.9	102.0	30.0	-0.8	-46.0
CCOC(=O)C1CCN(C(=O)c2ccc3c(SCC(=O)O)c4c(nc3c2)CCCC4)CC1
 : 102.0	-6.5	-4.6	-9.0	-20.6	88.0	6.1	-1.0	-48.0
CC(=O)c1ccc(NC(=O)NNS(=O)(=O)c2ccc([N+](=O)[O-])cc2)cc1
 : 102.0	-3.3	24.0	1.0	-11.2	99.0	19.3	0.7	4.4
CCc1cc(C(=O)N2CCCC(CCC(=O)N3CCN(c4ccccn4)CC3)C2)no1 (configuration not stated)
 : 103.0	0.4	32.2	-5.0	-8.1	98.0	17.1	-1.4	-38.7
Cc1cccc(-n2nc3c(c2NC(=O)CCCl)CSC3)c1
 : 103.0	-19.6	11.4	3.0	2.2	102.0	10.9	-1.7	-2.0
Cn1ncc(Cl)c1C(=O)Nc1cccnc1
 : 106.0	-1.9	28.3	5.0	-10.8	104.0	-3.1	-0.6	0.1
Cc1c(NC(=O)CN2CC(C)OC(C)C2)c(=O)n(-c2ccccc2)n1C (configuration not stated)
 : 98.0	9.8	9.6	-1.0	-14.2	99.0	1.7	1.2	7.9
CC(=O)Nc1ccc(NC(=O)COc2cc(C)cc3oc(=O)cc(C)c23)cc1
 : 103.0	7.5	45.3	7.0	-5.3	104.0	2.2	0.1	-33.7
O=S(=O)(Nc1ccc(-c2cnco2)cc1)c1ccccc1
 : 105.0	8.2	38.0	4.0	-8.3	106.0	10.1	0.8	-3.5
Cc1cc(C)c(S(=O)(=O)N2CCCCC2)c(C)c1N(C)S(=O)(=O)c1ccc(Cl)cc1
 : 97.0	-4.2	13.3	-11.0	12.9	95.0	21.8	0.1	-1.1
CCOc1ccccc1CN1CCNC(=O)C1CC(=O)NCc1ccccn1 (configuration not stated)
 : 101.0	-2.5	22.2	4.0	-16.2	99.0	12.0	0.7	-18.3
CCOC(=O)N1CCC(NC(=O)c2sc3nc4n(c(=O)c3c2C)CCCC4)CC1
 : 96.0	-8.7	21.4	0.0	-0.4	89.0	-6.3	0.2	-5.9
O=C(CSc1nnc(Nc2ccccc2)s1)NCCN1C(=O)CSC1=O
 : 97.0	-4.1	1.6	18.0	-11.8	111.0	25.4	0.1	-1.0
CCN(CC)c1ccc(C2C(C(=O)OCCOC(C)C)=C(C)NC3=C2C(=O)CCC3)cc1 (configuration not stated)
 : 102.0	-3.1	6.2	2.0	-3.2	106.0	-19.7	1.9	-0.5
CC(=O)Nc1ccc(S(=O)(=O)Nc2ccc(C)c([N+](=O)[O-])c2)cc1
 : 104.0	-1.3	-20.0	-40.0	6.3	102.0	9.4	-0.2	10.6
Cc1ccccc1C(O)c1ccncc1 (configuration not stated)
 : 101.0	-18.0	11.8	7.0	-9.2	100.0	-5.3	1.6	-0.4
c1cc2c(cc1-c1csc(NNC3=NCCCCC3)n1)OCCO2
 : 89.0	41.2*	55.9	-8.0	-18.7	92.0	3.1	-1.0	-2.1
CCOc1ccccc1NC(=O)CSc1nnc(CNC(=O)c2cccs2)o1
 : 101.0	-6.0	11.6	0.0	-3.3	104.0	2.1	-0.4	-20.4
Cn1c(=O)c2cc(S(=O)(=O)NCCC(=O)NC3CCCCCC3)ccc2n(C)c1=O
 : 96.0	-2.3	-1.3	2.0	-2.8	95.0	18.1	-0.2	-8.1
CC(Oc1ccc(Cl)cc1)C(=O)OCC(=O)Nc1ncc(Cl)cc1Cl (configuration not stated)
 : 101.0	-1.8	1.0	-2.0	2.0	101.0	24.0	10.9	-9.1
O=C(c1ccccc1)N1CCN(CC#CC2(O)CCCCC2)CC1
 : 99.0	-3.1	24.5	0.0	4.8	99.0	9.3	-0.1	-9.8
CN(C)/N=C/c1ccc(Sc2ccc([N+](=O)[O-])cc2[N+](=O)[O-])o1
 : 98.0	2.6	2.1	0.0	-8.3	97.0	27.0	-2.3	0.7
COC(=O)N/N=C/c1c(C)nn(-c2cccc(Cl)c2)c1Cl
 : 111.0	-1.7	-3.8	27.0	-3.9	112.0	27.3	-3.4	-10.8
COCCNc1ccc([N+](=O)[O-])cc1C(=O)Nc1cccc(C)n1
 : 102.0	-3.9	55.7	1.0	-6.1	100.0	-13.3	-2.0	-7.3
CS(=O)(=O)N(CC(=O)N1CCN(c2ccc(F)cc2)CC1)c1ccc(F)c(Cl)c1
 : 104.0	5.6	6.7	8.0	-3.7	104.0	8.6	3.0	-9.8
Cc1nn(CCCC(=O)Nc2cccnc2)c(C)c1[N+](=O)[O-]
 : 92.0	-16.3	32.2	-7.0	3.8	91.0	9.7	1.9	0.3
O=C(Cc1ccccc1)NCC(=O)OC(c1ccccc1)c1ccccc1
 : 103.0	3.3	54.1	2.0	-13.0	101.0	-9.4	-2.0	-22.6
C=CCOc1ccc2nc(NC(=O)OC)[nH]c2c1
 : 101.0	3.4	-6.0	-1.0	2.9	97.0	15.6	-0.5	-3.6
O=C(CCC(=O)N(CC(=O)NC1CCCCC1)Cc1ccc(F)cc1)Nc1nccs1
 : 98.0	6.4	31.1	2.0	-5.3	101.0	3.4	-0.1	-23.8
CC1(C)Cc2c(C#N)c(N3CCN(C(=O)c4ccccc4)CC3)nc(Cc3ccccc3)c2CO1
 : 108.0	7.2	5.0	-7.0	6.0	103.0	-2.2	-2.7	-2.9
Cc1cc2c(c(=O)n1Cc1ccccn1)C(C(C)C)C(C#N)=C(N)O2 (configuration not stated)
 : 111.0	-2.1	7.2	0.0	0.3	109.0	4.9	0.1	-8.7
Cc1ccc(C(=O)COC(=O)CN2C(=O)C3CC=CCC3C2=O)cc1[N+](=O)[O-] (configuration not stated)
 : 104.0	4.0	25.0	6.0	-0.2	106.0	-5.4	1.0	-17.4
COc1ccc2c(c1)[nH]c1c(=O)n(/N=C/C3C(C)C=C(C)CC3C)c(=O)[nH]c12 (configuration not stated)
 : 94.0	0.5	-3.0	-8.0	-18.6	96.0	-14.0	2.5	-5.8
O=C1Cc2ccccc2N1c1c(Cl)cccc1Cl
 : 94.0	-7.1	1.1	2.0	-17.0	94.0	-0.8	-0.2	-5.1
Cc1cc2ccccc2c(=O)n1CC(=O)NCC(=O)N(C)Cc1ccccc1
 : 101.0	-0.7	37.0	2.0	-6.6	101.0	6.6	-0.7	-10.8
